# Compound activity (PubChem BioAssay)
# AGP1 TOR yeast – modulators of AGP1-GFP expression in yeast TOR pathway, primary screen, cell-based, multiplex flow cytometry, S. cerevisiae, MLPCN library | 3 h; GFP as percent of DMSO wells | GFP response vs DMSO, % at 10 µM | 0.02% of 320,000 active;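 active means GFP response relative to DMSO above a set limit, near screen average plus 3 SD, cut at about 150% in these data; inconclusive means fewer than 70 cells counted for the yeast strain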;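 further: median GFP channel fluorescence of the gated AGP1 strain per well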
# MEX-5 binding – MEX-5 zinc finger RNA-binding disruptors – biochemical, C. elegans, fluorescence polarization, MLPCN library, primary screen. Zinc finger protein mex-5 (Caenorhabditis elegans), Q9XUB2. MEX-5/FITC-TCR2 RNA binding; active compounds read low. activity score (negative = inhibition of binding), % at 10 µM. 0.38% of 300,000 active;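 active means inhibition past about -25% in most replicates, and total fluorescence under double the plate's negative control median, limit read from the data; inconclusive means replicates evenly split on the limit, or fluorescence at least double controls; inactive means too little inhibition in most replicates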;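 further: 0% = DMSO and -100% = 5 µM competing unlabeled TCR2 RNA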
# GLD-1 RNA inh – GLD-1/TGE RNA complex disruptors, primary screen, biochemical, fluorescence polarization; purified GLD-1 + fluorescein TGE RNA; 0.44% of 320,000 active; Female germline-specific tumor suppressor gld-1 (Caenorhabditis elegans), Q17339; inhibition, % at 5.96 µM; AID 2280, 2010;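 active means percent inhibition above a per-plate cutoff, the plate mean of test compounds plus 3 SD, cut at about 30% in these data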;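 further: 0% = DMSO wells with GLD-1 and probe and 100% = wells lacking GLD-1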
# CIT2-GFP yeast – modulators of CIT2-GFP expression in yeast, primary screen, S. cerevisiae, GFP fusion, multiplex flow cytometry, MLPCN library; 0.065% of 320,000 active; GFP response vs DMSO, % at 10 µM; S. cerevisiae CIT2-GFP strain, 3 h; 100 means same as DMSO wells;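 active means GFP response relative to DMSO above a set limit, near the screen mean plus 3 SD, cut at about 150% in these data; inconclusive means Fewer than 70 cells measured for a yeast strain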;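 further: ratio of well median GFP fluorescence to mean of DMSO wells on the plate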
# Fam108B counter – mouse Fam108B serine hydrolase inhibitors, primary screen, counter-screen for RBBP9 inhibitor project, biochemical, fluorescence polarization; recombinant Fam108B, FP-Rh probe fluorescence polarization; inhibition, % at 9.51 µM; 0.33% of 300,000 active; AID 1947, 2009;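 active means inhibition above the screen mean inhibition plus 3 SD, computed separately per campaign, cut at about 18% in these data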;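 further: inhibitors lower polarization as less probe binds the enzyme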
# VLA-4 inh – inhibition in human VLA-4 binding assay, primary screen, VLA-4 allosteric modulator project, MLPCN library, flow cytometry, VLA-4 expressing cells | 0.2% of 330,000 active | ligand binding flow cytometry | AID 2557, 2010 | inhibition, % (about 7 µM as worked out from the volumes in the protocol) | Integrin alpha-4 (Homo sapiens), P13612; in the data active means inhibition above about 50%
# Target sequence (P13612 whole entry, looked up): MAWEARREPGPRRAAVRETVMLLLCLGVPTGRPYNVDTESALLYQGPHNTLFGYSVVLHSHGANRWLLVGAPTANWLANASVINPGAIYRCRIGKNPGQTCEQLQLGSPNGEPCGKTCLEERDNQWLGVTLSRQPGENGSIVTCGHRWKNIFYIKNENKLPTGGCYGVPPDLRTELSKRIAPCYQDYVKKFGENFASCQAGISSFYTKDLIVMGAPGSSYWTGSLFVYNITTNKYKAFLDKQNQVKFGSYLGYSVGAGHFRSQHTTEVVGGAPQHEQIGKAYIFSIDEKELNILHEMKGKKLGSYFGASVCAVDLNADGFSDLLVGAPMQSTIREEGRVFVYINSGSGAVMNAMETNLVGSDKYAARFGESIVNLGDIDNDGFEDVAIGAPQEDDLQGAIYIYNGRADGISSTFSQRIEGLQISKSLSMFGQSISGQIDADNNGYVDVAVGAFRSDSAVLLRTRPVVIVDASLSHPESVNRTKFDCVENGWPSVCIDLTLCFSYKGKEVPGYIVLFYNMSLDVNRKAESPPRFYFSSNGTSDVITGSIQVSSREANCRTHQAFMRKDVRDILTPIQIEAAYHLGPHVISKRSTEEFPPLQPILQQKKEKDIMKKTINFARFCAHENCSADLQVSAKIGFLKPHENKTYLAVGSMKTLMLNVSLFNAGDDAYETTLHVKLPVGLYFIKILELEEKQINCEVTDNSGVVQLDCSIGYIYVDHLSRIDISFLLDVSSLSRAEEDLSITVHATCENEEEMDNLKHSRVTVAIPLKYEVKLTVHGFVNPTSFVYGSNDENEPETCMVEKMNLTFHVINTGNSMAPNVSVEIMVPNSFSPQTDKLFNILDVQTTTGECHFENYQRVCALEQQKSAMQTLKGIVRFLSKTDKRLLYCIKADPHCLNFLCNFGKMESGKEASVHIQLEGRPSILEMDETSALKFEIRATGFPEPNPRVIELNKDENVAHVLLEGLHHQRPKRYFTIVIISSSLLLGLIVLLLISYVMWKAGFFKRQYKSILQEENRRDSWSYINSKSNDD
# Bcl-xL primary – inhibitors of human Bcl-xL, primary screen, biochemical, fluorescence polarization, HTS; Bcl-2-like protein 1 (Homo sapiens), Q07817; GST-Bcl-xL / FITC-Bim BH3 peptide fluorescence polarization; inhibition, % at 10.9 µM; 0.7% of 320,000 active;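 active means inhibition above the mean of all tested compounds plus 3 SD, cutoff set per campaign, cut at about 30% in these data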;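 further: 0% = DMSO wells and 100% = unlabeled Bim-BH3 peptide competitor; inhibitors lower millipolarization by displacing the labeled peptide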
# MCL1 BIM primary – inhibitors of MCL1 binding to BIM-BH3, primary screen, biochemical, fluorescence polarization. Induced myeloid leukemia cell differentiation protein Mcl-1 (Homo sapiens), Q07820. GST-MCL1 / FITC-Bim-BH3 fluorescence polarization. inhibition, % at 10.9 µM. 0.68% of 320,000 active. AID 2057, 2009;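 active means inhibition above the mean inhibition of all tested compounds plus 3 SD, set per campaign, cut at about 40% in these data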;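 further: 0% = DMSO wells and 100% = unlabeled Bim-BH3 peptide control; higher means more loss of mP so more displacement of Bim peptide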
# GRK2 aptamer HTS – compounds blocking aptamer binding on GRK2 – biochemical, human GRK2, bead flow cytometry, HTS, primary screen | FAM-aptamer displacement from GRK2 | inhibition of aptamer binding, % at 10 µM | 0.59% of 330,000 active;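 active means inhibition of aptamer binding above 40%, roughly 3 SD of noise, on plates passing a quality check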;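 further: median bead fluorescence of bound FAM aptamer so fluorescent compounds give negative values; no value below 0 was filed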
# * marks the source's active call; other numbers are inactive results; ? = inconclusive; · = not tested or not shown; [ ] = another dose, or the depositor's remark.
SMILES,AGP1 TOR yeast,MEX-5 binding,GLD-1 RNA inh,CIT2-GFP yeast,Fam108B counter,VLA-4 inh,Bcl-xL primary,MCL1 BIM primary,GRK2 aptamer HTS
O=C(O)CN1C(=O)/C(=C\c2ccccc2OCc2ccc(Cl)cc2)SC1=S,77,-1.0,7,86,3,13,17,27,2
O=C(NCc1ccccn1)Nc1cccc([N+](=O)[O-])c1,100,-2.3,0,96,-2,-2,6,6,1
CCc1ccc(/C=C2\SC(N3CCCC3)=NC2=O)cc1,93,-1.3,5,104,1,6,3,6,4
N#C/C(C(=O)NCc1ccccc1)=C1\SC(CCO)C(=O)N1c1ccccc1 (stereo unspecified),92,-1.8,0,89,-1,6,-3,-8,0
CC(C)CC(C(=O)NC(C)(C)C)N(CC1CCCO1)C(=O)c1snc(C(N)=O)c1N (stereo unspecified),105,0.8,-7,95,1,13,5,5,0
Cc1ccc(-c2nc3c(c(=O)[nH]c(=O)n3Cc3ccccc3)n2C)s1,104,6.9,-4,100,-5,-4,0,-4,0
O=C(COC(=O)c1cccc(O)c1)NCc1ccc2c(c1)OCO2,104,-0.7,2,108,-4,17,-2,-1,3
COc1ccc(N(C(=O)CNC(=O)c2cccs2)C(C(=O)NC2CCCC2)c2cccnc2)cc1 (stereo unspecified),·,-1.5,-9,97,-3,3,4,-1,4
O=C(O)CCCNS(=O)(=O)Cc1ccccc1,93,0.6,8,105,6,3,6,6,1
CCn1c(CSCc2ccc(F)cc2)nnc1SCC(=O)N1CCN(c2ccccc2)CC1,109,-0.5,4,106,3,9,4,-2,9
CC(CN1CCOCC1)OC(=O)COc1ccc(F)cc1 (stereo unspecified),94,0.1,6,84,-2,1,9,2,2
Cc1ccc(Oc2nc(C(F)(F)F)nc3ccccc23)cc1,105,-1.0,3,114,-3,-11,2,-3,0
CC(C)(C)N1CC(OC(N)=O)C1,110,1.3,-2,103,5,28,5,7,1
CCCNC(=O)CN(Cc1ccccc1F)S(=O)(=O)c1ccc(C)cc1,·,1.5,6,117,4,-11,0,6,4
COCC1CCN(C(=O)CCc2nnc(C3(c4ccc(Cl)cc4)CCC3)o2)C1 (stereo unspecified),102,0.0,2,100,1,13,10,3,0
Cc1ccc(C(=O)CNc2nc3c(c(=O)[nH]c(=O)n3C)n2Cc2ccccc2)cc1,111,-0.4,-1,135,5,-5,2,3,0
CC(CNC(=O)c1ccc(Br)o1)NC(=O)c1ccc(Br)o1 (stereo unspecified),112,-1.8,6,112,1,2,2,4,0
COc1cc(/C=C/C(=O)NCC(=O)N2CCC(N(C)CCN3CCOCC3)CC2)ccc1OC(C)C,106,-1.5,-3,98,1,20,0,3,1
CCc1ccc(NC(=O)CSc2nnc(COc3ccc4c(c3)CCCC4)o2)cc1,109,0.9,-5,100,0,9,1,1,0
Cc1ccc(C)c(NC(=O)CN(C)C(=O)c2cc3ccccc3o2)c1,98,-0.2,-1,93,0,6,2,1,3
O=C(CSc1nnc(NC(=O)c2cccc(F)c2)s1)NC1CCCC1,92,-1.1,-6,92,0,1,1,-2,0
Cc1c(CC(=O)O)c(=O)oc2c(C)c3occ(-c4ccc(Br)cc4)c3cc12,97,0.3,3,98,-11,-8,13,10,0
CCOC(=O)c1c(NC(=O)c2c(Br)cnn2CC)sc(C)c1C,99,-1.0,2,104,1,-12,4,3,0
Cc1nc2ccccc2cc1C(=O)N/N=C/c1ccccc1[N+](=O)[O-],103,0.3,-8,105,0,21,4,-5,0
COc1ccc(/C=C\c2onc(C)c2S(=O)(=O)N2CCC(C(=O)NCc3ccco3)CC2)cc1,100,-2.9,9,107,1,-7,3,3,2
O=C(Nc1ccccc1C(=O)NC(Cc1ccccc1)C(=O)O)c1ccccc1 (stereo unspecified),111,4.5,1,102,3,-1,1,6,0
Nc1ccccc1SCc1csc(-c2ccc(Cl)cc2)n1,95,-0.3,3,90,1,16,4,9,0
Cc1cc(Nc2cccc(Cl)n2)n(-c2ccccc2)n1,87,1.0,3,88,-1,20,3,2,2
O=C(NCc1ccccc1)C(c1ccccc1)N(C(=O)c1csnn1)C1CCCC1 (stereo unspecified),104,0.0,1,109,-2,-6,0,4,0
CSc1ccc(S(=O)(=O)NCC(=O)OCC(=O)N(C)Cc2ccccc2)cc1[N+](=O)[O-],101,-1.1,9,95,1,2,0,-7,2
COc1ccc(OC)c(NC(=O)C2CC(=O)N(c3ccccc3)C2)c1 (stereo unspecified),98,0.8,6,102,3,-3,7,1,4
O=C1c2ccccc2C(=O)N1c1ncn[nH]1,95,-2.9,-1,90,2,0,-1,5,1
CC(C)c1nccn1CCC(=O)O,106,3.0,0,108,13,33,3,4,0
CC1(C)CC(NC(=O)c2ccccc2Cl)CC(C)(C)N1,98,0.1,8,99,6,12,14,20,0
CCOC(=O)c1nn(-c2ccccc2F)c(C)c1C(C)=O,85[may fluoresce violet],-4.4,6,?,9,-3,2,3,0
CCn1c(=O)c2cc(C(=O)N(C)CC(OC)OC)sc2c2ccccc21,107,0.8,-3,110,-1,8,0,4,3
CCCC(=O)Nc1ccccc1NC(=O)c1cc(OC)c(OC)c(OC)c1,106,4.7,-3,104,2,22,3,5,0
O=C(c1ccco1)N1CCN(C(=O)C(Cc2ccccc2)NS(=O)(=O)c2cccs2)CC1 (stereo unspecified),95,·,2,95,0,2,2,1,0
COc1cc(C(=O)NCC(=O)N2CCN(S(=O)(=O)c3ccccc3C(F)(F)F)CC2)cc(OC)c1OC,94,·,3,93,·,3,·,·,0
CC(C)Cc1cc(C(=O)Nc2sc3c(c2C#N)CCC3)no1,98,-2.7,-2,96,2,14,3,8,0
O=C(Nc1ccccc1Cl)C(=O)c1cn(CC(=O)N2CCOCC2)c2ccccc12,95,2.8,-2,103,-17,2,-2,-8,0
COc1ccc(/C=N\NC(=O)CCc2c(C)n[nH]c2C)c(OC)c1OC,103,-0.8,-4,115,-1,17,0,12,0
COc1cc([N+](=O)[O-])ccc1NC(=O)NCc1ccco1,102,1.4,-4,97,-1,0,4,-3,1
O=C(Cc1ccccc1F)NC1CCSc2ccccc21 (stereo unspecified),86,0.7,-2,93,5,-3,-5,-7,0
Cc1ccc(/C=N/NC(=O)c2cccc(S(=O)(=O)N3CCOCC3)c2)o1,121,0.7,6,127,3,3,0,4,0
CC(C)(C)N(NS(=O)(=O)c1ccc(F)cc1)c1ccccc1,102,-1.0,-4,114,-4,1,6,3,4
Cc1nc(-c2ccc(S(=O)(=O)N3CCN(C(c4ccccc4)c4ccccc4)CC3)s2)cs1,111,-0.6,9,99,-1,12,4,4,3
CN(Cc1nc(CCc2ccccc2)no1)Cc1cccs1,110,0.6,-2,111,7,18,-2,-1,0
FC(F)(F)c1cc(-c2ccco2)nc(NCCc2ccccc2)n1,103,0.0,-2,94,-4,-5,3,2,4
CCOCCCNC(=O)c1c(N)n(-c2ccc(S(N)(=O)=O)cc2)c2nc3ccccc3nc12,99,-2.7,-2,100,1,10,4,3,4
O=C(NCc1ccccc1)C1CCCN(S(=O)(=O)c2ccc(-n3cnnn3)cc2)C1 (stereo unspecified),58,0.5,-4,98,-4,8,1,-1,2
O=C(Oc1ccc2ccc(OC(=O)N3CCCCCC3)cc2c1)N1CCCCCC1,93,2.6,-22,94,3,4,-4,-21,4
CCCOc1ccc(-c2c(C(=O)N/N=C(\C)c3ccco3)nnn2-c2nonc2N)cc1,105,-0.4,-10,109,12,-2,69*,1,0
O=C(CSc1c[nH]c2ccccc12)N1CCOCC1,101,0.0,3,98,1,-3,4,4,0
COCCCN(C(=O)C(C)Oc1ccc(Br)cc1)c1c(N)n(Cc2ccccc2)c(=O)[nH]c1=O (stereo unspecified),112,-1.3,10,112,0,2,-9,-6,0
O=C(NCC1CC1)NC(=O)c1c(F)cccc1Cl,95,1.5,-2,99,3,11,-2,-2,1
Cc1ccc2nc(N/C(N)=N/S(=O)(=O)c3ccc([N+](=O)[O-])cc3)nc(C)c2c1,79,3.5,12,103,-4,17,6,9,2
Nc1nc(COc2ccc(Cl)cc2)cs1,107,3.8,4,104,1,8,3,10,0
C[C@H](CO)N1C[C@H](C)[C@@H](CN(C)Cc2ccc(-c3ccccc3)cc2)Oc2c(NS(=O)(=O)c3cn(C)cn3)cccc2C1=O,82,·,3,71,·,6,·,·,0
COc1ccc(-n2nnc3c(SCC(=O)Nc4ccc5c(c4)OCCO5)ncnc32)cc1,96,·,-3,93,0,0,1,-14,0
# Going on with the list.
SMILES,AGP1 TOR yeast,MEX-5 binding,GLD-1 RNA inh,CIT2-GFP yeast,Fam108B counter,VLA-4 inh,Bcl-xL primary,MCL1 BIM primary,GRK2 aptamer HTS
CCN1CCN(C(=O)c2c(-c3c(Cl)cccc3Cl)noc2C)CC1,101,0.2,10,95,4,-3,4,2,0
Cc1cccc(-n2ncc3c2CCCC3NC(=O)CCN2CCCCO2)c1C (stereo unspecified),102,-0.7,1,93,1,-1,-1,-5,2
Cc1nn(CC(=O)Nc2ccc(C(=O)N3CCCCC3)cc2)c(=O)c2ccccc12,91,0.6,1,90,1,-6,4,-1,0
COc1ccc(C(=O)NC2CCN(CC(=O)NC3CCCCC3)CC2)cc1,106,-0.7,-5,104,-3,2,2,2,0
CCCOc1ccc(N2C(=O)CC(NCc3cccnc3)C2=O)cc1 (stereo unspecified),107,0.1,5,105,-1,6,0,-4,3
COc1ccc(-c2cc(-c3cccs3)nc(OC)c2C#N)cc1OC,95,0.9,3,98,-11,12,3,-5,0
CCS(=O)(=O)C1=NN2C(=N)/C(=C\c3ccc(OS(=O)(=O)c4ccccc4)cc3)C(=O)N=C2S1,94,-6.4,-3,93,-3,1,7,5,3
C=C(C)C(=O)Nc1cccc(C2=NOC3(C2)C[C@H](C(N)=O)N(C(=O)CC#N)C3)c1 (stereo partly specified),89,-4.4,-2,94,-5,-2,-1,-64,67*
CCCOC(=O)c1c(NC(=O)C2C3C=CC(C3)C2C(=O)O)sc2c1CCC(C)C2 (stereo unspecified),90,0.5,5,103,-3,2,4,-2,5
COc1ccccc1NC(=O)CSc1nnc(COc2ccc(Cl)cc2)n1Cc1ccco1,111,5.2,2,100,-4,24,0,-3,2
COc1ccc(C(=O)Cc2ccc(F)cc2)c(OC)c1,100,-0.1,3,99,-1,-7,5,8,0
Cc1cccc(NC(=S)N(CCN2CCOCC2)Cc2cc3cc4c(cc3[nH]c2=O)OCO4)c1,101,1.5,-6,94,5,-4,17,0,3
C/C(=N\NC(=S)NCCc1ccccc1)c1cccs1,87,-0.7,2,85,-3,13,2,10,1
